TWEAK-Fn14 inh = inhibitors of TWEAK-Fn14 interaction signaling; inhibition, % at 10 µM; AID 1159606; TWEAK-stimulated Fn14 reporter cells, luciferase luminescence, 8 h; actives 2% (n = 360,000); in the data active = inhibition above about 50%
NR2E3 ag-1 = activates human photoreceptor nuclear receptor NR2E3 | Q9Y5X4 | GST-NR2E3/biotin-RetCOR TR-FRET, 1536-well | inhibition of corepressor binding, % at 4.78 µM | actives 0.12% (n = 320,000) | AID 2300;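 active = percent inhibition above the cutoff of mean plus 3 SD of all tested compounds, set per screening campaign, cut at about 20% in these data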;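 also: 0% = DMSO wells and 100% = biotin wells as full block of FRET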
Target sequence (Q9Y5X4 whole entry, looked up): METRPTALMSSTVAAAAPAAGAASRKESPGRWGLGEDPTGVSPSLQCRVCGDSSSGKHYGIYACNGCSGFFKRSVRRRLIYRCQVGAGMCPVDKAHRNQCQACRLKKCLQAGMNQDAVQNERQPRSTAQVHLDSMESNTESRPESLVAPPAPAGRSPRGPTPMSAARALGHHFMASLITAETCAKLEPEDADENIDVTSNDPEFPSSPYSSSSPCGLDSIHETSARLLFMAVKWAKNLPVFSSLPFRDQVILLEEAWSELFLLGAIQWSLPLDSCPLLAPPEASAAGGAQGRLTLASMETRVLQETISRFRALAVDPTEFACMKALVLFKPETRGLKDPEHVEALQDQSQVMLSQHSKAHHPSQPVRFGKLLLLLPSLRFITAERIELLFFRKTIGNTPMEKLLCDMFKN
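Material: NR2E3–RetCOR corepressor complex | Quantity: 1.35 nM GST-tagged NR2E3 final | Schedule: 5 h at 4 °C | Replication: Singlicate compound wells | Reagent: RetCOR corepressor, biotinylated, 7 nM | Controls: Biotin wells as high control, 0.6% DMSO wells as low control | Signal: TR-FRET, Eu(K)-anti-GST donor, streptavidin-D2 acceptor, ex 340, em 617/671 nm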
Peg3 promoter = reduces Peg3 promoter-driven luciferase expression in HeLa. HeLa PEG-Prom luciferase reporter, luminescence, overnight. inhibition, % at 20 µM. actives 1.7% (n = 360,000);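 active = inhibition of at least 50% at 20 µM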
TRPM1 prom inh = MITF TRPM1 promoter inhibition in SK-MEL-5 cells | inhibition, % at 12.5 µM | actives 0.83% (n = 330,000) | AID 488899 | SK-MEL-5 TRPM1 promoter luciferase, 24 h;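 active = mean inhibition across replicates of 60% or more, whatever share of single replicates reaches that level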; also: values of inactives mirror those of a sister screen read the other way
CF NFkB inh = cystic fibrosis NF-kB activation inhibition | KKLEB NF-kB-GFP reporter, PAF-induced, GFP fluorescence overnight | actives 0.86% (n = 360,000) | inhibition, % at 5 µM;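 active = at least 50% inhibition at 5 µM, scaled per plate between neutral and stimulator controls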;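 also: PAF is a Pseudomonas aeruginosa culture filtrate used as stimulus; plate controls were PAF-stimulated DMSO wells for no effect and unstimulated DMSO wells for full effect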
TROY NFkB inh = TROY signaling inhibition | AID 1347056 | Q293 LMP1-TROYcd NF-kB luciferase reporter, 4 h | actives 0.98% (n = 360,000) | inhibition, % at 10 µM;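 active = compounds whose plate-normalised and pattern-corrected inhibition of the luciferase reporter signal at the single screening dose is 50% or more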
C8 TRAIL sens = caspase-8 TRAIL sensitization; inhibition (viability loss, TRAIL sensitization), % at 10 µM; AID 624354; NB7+C8 cells + TRAIL, ATPlite viability luminescence; actives 1% (n = 360,000);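 active = compounds causing at least 50% loss of cell viability in the single-dose screen, relative to plate controls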
Shn3 inh set2 = Schnurri-3 reporter inhibition in Clone20 osteoblasts; AID 588674; inhibition, % at 12.5 µM; Clone20 osteoblast Shn3 3'UTR firefly luciferase, 24 h; actives 0.52% (n = 360,000);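 active = mean inhibition of at least 75% with every replicate also reaching 75%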;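 also: 0% = median of neutral control wells and 100% = pilot-screen positive control compound; some compounds past the cut are filed as inactive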
KKLEB cytotox = CF airway cell cytotoxicity counter-screen. KKLEB CF airway cells viability, ATPlite luminescence, overnight; hits give low values; cells stimulated with P. aeruginosa culture filtrate. activity change (cytotoxicity), % at 5 µM. actives 0.36% (n = 360,000);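 active = corrected activity change at or below -50% at 5 µM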
HIF-2a block = blocks HIF-2a reporter activity; AID 624352; inhibition, % at 18.8 µM; 786-0 RCC cells HIF-2a reporter, luciferase luminescence, overnight; actives 0.72% (n = 360,000);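 active = inhibition of the luminescence signal of 40% or more relative to plate controls, in a single-dose primary screen at 18.75 µM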
NR2E3 ag-2 = activates human NR2E3 receptor; CHO-S Gal4-NCOR/VP16-NR2E3 two-hybrid, luciferase; actives 0.35% (n = 360,000); Q9Y5X4; AID 602229; inhibition of corepressor binding, % at 3.98 µM;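 active = inhibition above the mean of all tested compounds plus 3 SD, cut at about 70% in these data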;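 also: 0% = DMSO with NR2E3 transfected cells and 100% = cells lacking NR2E3 construct; higher means lower luciferase signal from less NR2E3 corepressor binding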
* = called active by the depositor; x = not tested or not shown. Only part of the results is shown, so the mix of outcomes need not match the whole.

molecule | HIF-2a block | TROY NFkB inh | NR2E3 ag-2 | TWEAK-Fn14 inh | CF NFkB inh | NR2E3 ag-1 | Peg3 promoter | KKLEB cytotox | C8 TRAIL sens | TRPM1 prom inh | Shn3 inh set2
CC(C)COc1ccc(C(=O)NC(CC(C)C)C(=O)O)cc1 (stereo not given) | -9 | -2 | 15 | 12 | -4 | 4 | -2 | 4 | -10 | 11 | -3
COc1ccc(NC(=O)CSc2nncc3ccccc23)cc1 | 0 | 8 | 7 | 1 | 24 | 0 | -9 | 2 | -7 | 2 | -5
NC(=O)c1ccc(N2CCN(c3ccccc3F)CC2)c([N+](=O)[O-])c1 | 6 | 10 | 20 | 0 | 0 | 5 | 7 | -7 | 7 | 3 | 29
O=C(CCC(=O)N1CCN(c2ccccc2F)CC1)N1CCN(c2ccccc2)CC1 | 20 | -4 | -9 | -12 | 0 | 2 | 14 | 3 | -5 | -3 | -3
CC(C)(O)C#Cc1ccc(C(=O)N2CCCC(CNS(=O)(=O)c3cccs3)C2)o1 (stereo not given) | 3 | -11 | -17 | -1 | 12 | -2 | 11 | -14 | 6 | 3 | 0
COC(=O)c1cccc2c1NC(=O)C2=O | 11 | 32 | 1 | 6 | 1 | 0 | 12 | -4 | 14 | 12 | x
O=C1CCCc2c1cnc1ncnn21 | 15 | 6 | -1 | 2 | -1 | 3 | 9 | 7 | 1 | -3 | 1
O=C(NN=Cc1ccc2c(c1)OCO2)NN=Cc1ccc2c(c1)OCO2 | -134 | -47 | -40 | -28 | -31 | x | -66 | 8 | 16 | -28 | -37
CC(NC(N)=O)C(=O)OCc1ccc(Cl)cc1Cl (stereo not given) | 7 | -1 | -20 | 3 | -4 | 2 | 1 | -13 | 6 | -5 | -8
COc1ccc(S(=O)(=O)N2CCC(C(=O)NCc3ccc(C)cc3)CC2)cc1 | 10 | 15 | 0 | 8 | -1 | 3 | 15 | 7 | -8 | 7 | 5
COc1ccc(CN2CCN(C(=O)CN3C(=O)C4C5C=CC(C5)C4C3=O)CC2)c(OC)c1OC (stereo not given) | 0 | 5 | 0 | 4 | 13 | 0 | 6 | 2 | 16 | 17 | 26
Cc1cccc(NC(=O)COc2cccc3c2CCNC3=O)c1 | 7 | 2 | 0 | -8 | -21 | x | 3 | 8 | -1 | x | 1
CCCOc1ccc(-c2c(C(=O)N/N=C(\C)c3cccnc3)nnn2-c2nonc2N)cc1 | 6 | -7 | 2 | -18 | -13 | 2 | 25 | -1 | -10 | -6 | 0
COc1ccc(C)cc1NC(=S)N1CCN(S(C)(=O)=O)CC1 | 9 | 20 | -25 | -7 | 21 | 0 | 3 | -4 | 5 | 7 | 9
O=C(Nc1ccc(F)cc1F)c1ccccc1NC(=O)C1CC=CCC1C(=O)O (stereo not given) | 20 | -20 | -16 | -2 | -3 | 0 | 4 | -5 | 1 | -13 | 1
O=C(CSc1nncs1)N1CCN(C(=O)c2ccco2)CC1 | 5 | -4 | 0 | 5 | -14 | 0 | 4 | 3 | -4 | 2 | 1
Cc1cc(SCC(=O)NC2CCCCC2)nc2ccccc12 | 2 | -21 | 5 | 10 | -1 | 17 | 9 | 8 | 18 | 9 | -14
O=c1c(N2CCCCC2)coc2ccccc12 | -135 | 10 | -32 | -4 | -11 | 7 | -113 | 3 | -11 | -41 | -25
CCCn1c(=O)c2c(nc3n2CCCN3CCc2ccccc2)n(C)c1=O | 14 | 5 | 6 | 20 | 4 | -2 | 31 | 4 | 8 | 5 | 3
CCOc1ccccc1C1CC(=O)Nc2cc3c(cc21)OCCO3 (stereo not given) | 21 | 23 | 35 | 17 | 20 | -1 | 4 | -34 | -8 | 9 | 61
Fc1ccc(Cn2nnnc2C(c2cccs2)N2CCN(C3CCCCC3)CC2)cc1 (stereo not given) | 14 | 24 | 16 | 2 | -2 | 3 | 14 | 5 | -1 | -10 | 52
CCCCCCOc1ccc(/C=c2\s/c(=C(/C#N)C(=O)NCc3ccco3)n(-c3ccccc3)c2=O)cc1 | 2 | -8 | -28 | -26 | -2 | 0 | 1 | 2 | 35 | 1 | 15
O=C(NCC1CCCO1)c1ccc(CS(=O)(=O)c2ccc(Cl)cc2)o1 (stereo not given) | -9 | 14 | 7 | 7 | -20 | 1 | 1 | -1 | 0 | 3 | 2
CC12CC(NC(=O)N1c1ccc(C(=O)N3CCN(c4ccc(F)cc4)CC3)cc1)c1ccccc1O2 (stereo not given) | 15 | -2 | -5 | 8 | -3 | 2 | 21 | 2 | 3 | 7 | 16
CCc1nc2cc(NC(=O)C3(C)CCCN(C(C)C)C3)ccc2o1 (stereo not given) | 9 | -9 | 4 | -10 | -34 | x | -10 | 20 | -13 | x | -9
CCCC(=O)NC(=S)Nc1cccc(Cl)c1N1CCCC1 | 14 | 1 | 17 | 23 | 21 | 2 | 20 | -2 | -2 | 7 | 14
CCn1c(=O)c2c(O)cc(=O)oc2c2ccccc21 | 17 | 8 | -4 | 2 | -22 | 3 | -2 | 0 | -6 | 3 | -7
c1ccc(CCc2nc(-c3ccncc3)no2)cc1 | -125 | 2 | -40 | -1 | -10 | 0 | -125 | 7 | -25 | -51 | -43
COC(=O)c1ccc(CNC(=O)COC(=O)/C=C/c2ccc(OC)c(OC)c2)cc1 | -1 | 0 | 13 | -19 | 6 | x | -9 | -4 | -11 | -5 | 1
CN1C(=O)NC(c2ccccc2)(C(F)(F)F)S/C1=C(/C#N)c1nnc(N2CCOCC2)n1-c1ccccc1 (stereo not given) | 21 | 21 | -7 | 8 | 14 | 5 | 1 | -13 | -10 | 3 | -8

Additional compounds follow:
molecule | HIF-2a block | TROY NFkB inh | NR2E3 ag-2 | TWEAK-Fn14 inh | CF NFkB inh | NR2E3 ag-1 | Peg3 promoter | KKLEB cytotox | C8 TRAIL sens | TRPM1 prom inh | Shn3 inh set2
Cc1cccc2cc(C#N)c(SCC(=O)N3CC(=O)Nc4ccccc43)nc12 | 25 | 35 | 32 | 10 | -1 | -9 | 21 | 10 | -25 | 65* | 28
CCOC(=O)C1(CCc2ccccc2)CCN(Cc2ccc(O)cc2)CC1 | 21 | 4 | -18 | 12 | 9 | -2 | -2 | -21 | 7 | 5 | 13
CC(C)NC(=O)N1Cc2cc(C(=O)NC3CCCC3)nc(-c3cccc(-c4cccnc4)c3)c2[C@H]1CCO | 8 | -2 | -19 | 13 | x | x | x | x | 6 | x | x
COc1ccc(NS(=O)(=O)c2cccc3cccnc23)cc1 | 1 | 12 | 3 | 11 | 5 | 1 | 5 | -3 | 4 | 10 | 8
CC(NC(=O)c1cc(COc2ccc(-n3cncn3)cc2)on1)c1ccc(F)cc1 (stereo not given) | -158 | -41 | -49 | -18 | -14 | x | -156 | 0 | -1 | x | -32
O=C(COC(=O)C1=NNC(=O)CC1)NCCc1ccccc1 | -7 | -14 | -28 | 1 | -4 | 2 | -4 | -6 | 17 | -4 | -6
COc1cc2c(cc1OC)CN(C(=O)c1ccc(OC)c(S(=O)(=O)N3CCOCC3)c1)CC2 | -17 | -5 | -14 | -18 | -1 | -4 | -14 | 4 | -7 | -21 | -7
COc1ccc2c(c1)c(C(=O)N/N=C/c1cn(C)c3ccccc13)c(C)n2C | 6 | 1 | -4 | -17 | -8 | -1 | 12 | 4 | 14 | 9 | 18
Cc1ccc(Nc2n[nH]c(=S)s2)c(C)c1 | -45 | -5 | -101 | -6 | 17 | x | -22 | 18 | -9 | x | -16
COc1ccc(Br)cc1C(=O)Nc1cccc(-c2nnc(-c3ccco3)o2)c1 | 1 | 1 | -5 | 0 | 18 | -1 | 53* | -21 | 15 | -7 | 62
COc1ccc(NC(=O)c2cc(S(=O)(=O)N3CCCC3)c[nH]2)cc1 | 11 | -7 | -29 | 6 | -6 | 3 | 11 | 3 | 4 | x | -1

Entries of single compounds, looked up by structure. Order of screens: HIF-2a block	TROY NFkB inh	NR2E3 ag-2	TWEAK-Fn14 inh	CF NFkB inh	NR2E3 ag-1	Peg3 promoter	KKLEB cytotox	C8 TRAIL sens	TRPM1 prom inh	Shn3 inh set2
Listed for `COc1cc2c(cc1OC)CN(C(=O)c1ccc(OC)c(S(=O)(=O)N3CCOCC3)c1)CC2` : -17	-5	-14	-18	-1	-4	-14	4	-7	-21	-7
Listed for `COc1ccc(NC(=O)c2cc(S(=O)(=O)N3CCCC3)c[nH]2)cc1` : 11	-7	-29	6	-6	3	11	3	4	x	-1

In a second layout: 10 of the compounds above.
Below each SMILES – HIF-2a block, TROY NFkB inh, NR2E3 ag-2, TWEAK-Fn14 inh, CF NFkB inh, NR2E3 ag-1, Peg3 promoter, KKLEB cytotox, C8 TRAIL sens, TRPM1 prom inh, Shn3 inh set2
COC(=O)c1ccc(CNC(=O)COC(=O)/C=C/c2ccc(OC)c(OC)c2)cc1
 : -1, 0, 13, -19, 6, x, -9, -4, -11, -5, 1
CN1C(=O)NC(c2ccccc2)(C(F)(F)F)S/C1=C(/C#N)c1nnc(N2CCOCC2)n1-c1ccccc1 (stereo not given)
 : 21, 21, -7, 8, 14, 5, 1, -13, -10, 3, -8
Cc1cccc2cc(C#N)c(SCC(=O)N3CC(=O)Nc4ccccc43)nc12
 : 25, 35, 32, 10, -1, -9, 21, 10, -25, 65*, 28
CCOC(=O)C1(CCc2ccccc2)CCN(Cc2ccc(O)cc2)CC1
 : 21, 4, -18, 12, 9, -2, -2, -21, 7, 5, 13
CC(C)NC(=O)N1Cc2cc(C(=O)NC3CCCC3)nc(-c3cccc(-c4cccnc4)c3)c2[C@H]1CCO
 : 8, -2, -19, 13, x, x, x, x, 6, x, x
COc1ccc(NS(=O)(=O)c2cccc3cccnc23)cc1
 : 1, 12, 3, 11, 5, 1, 5, -3, 4, 10, 8
CC(NC(=O)c1cc(COc2ccc(-n3cncn3)cc2)on1)c1ccc(F)cc1 (stereo not given)
 : -158, -41, -49, -18, -14, x, -156, 0, -1, x, -32
O=C(COC(=O)C1=NNC(=O)CC1)NCCc1ccccc1
 : -7, -14, -28, 1, -4, 2, -4, -6, 17, -4, -6
COc1cc2c(cc1OC)CN(C(=O)c1ccc(OC)c(S(=O)(=O)N3CCOCC3)c1)CC2
 : -17, -5, -14, -18, -1, -4, -14, 4, -7, -21, -7
COc1ccc2c(c1)c(C(=O)N/N=C/c1cn(C)c3ccccc13)c(C)n2C
 : 6, 1, -4, -17, -8, -1, 12, 4, 14, 9, 18

Screens from PubChem.
